TDP1 cell CPT = DT40-hTDP1 cell growth loss with CPT. chicken DT40 Tdp1-/-;hTDP1 cells + 20 nM CPT, ATP luminescence, 48 h. Potency, µM (top dose mostly 46.2 µM), without a hit: at the top dose activity change, negative = growth inhibition, hits mostly inhibitors. 420,000 tested, 12% active. AID 686979; note: nearly all actives have a fitted effect of over 55% in size
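Chicken DT40 Tdp1-/- cells stably complemented with human TDP1 were seeded at 400 cells/well in medium containing 20 nM camptothecin, exposed to pin-transferred compounds, and grown at 37 °C for at least 48 hr. Viability was read as ATP luminescence.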
DT40 TDP1 no CPT = qHTS for Inhibitors of human tyrosyl-DNA phosphodiesterase 1 (TDP1): qHTS in cells in absence of CPT; DT40 Tdp1-/- hTDP1 cells, no CPT, ATP luminescence, 48 h; Potency, µM (doses to about 46.2 µM), for the others: top-dose activity change, negative = growth inhibition, actives largely listed as inhibitors; 420,000 tested, 15% active; AID 686978, 2013; note: nearly all actives have a fitted effect of over 55% in size
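No-CPT arm: Tdp1-/-;hTDP1 DT40 cells (400/well) plus compounds, incubated ≥48 hr at 37 °C. Readout CellTiter-Glo luminescence.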
GCN5L2 inh = inhibitors of human GCN5L2 histone acetyltransferase; Potency, µM (series often up to 58.9 µM), for inactives: at the highest dose activity change, negative = inhibition, actives largely listed as inhibitors; 390,000 tested, 0.21% active; Q92830; GCN5L2 HAT assay, ThioGlo1 CoA-SH fluorescence
Target sequence (Q92830 whole entry, looked up): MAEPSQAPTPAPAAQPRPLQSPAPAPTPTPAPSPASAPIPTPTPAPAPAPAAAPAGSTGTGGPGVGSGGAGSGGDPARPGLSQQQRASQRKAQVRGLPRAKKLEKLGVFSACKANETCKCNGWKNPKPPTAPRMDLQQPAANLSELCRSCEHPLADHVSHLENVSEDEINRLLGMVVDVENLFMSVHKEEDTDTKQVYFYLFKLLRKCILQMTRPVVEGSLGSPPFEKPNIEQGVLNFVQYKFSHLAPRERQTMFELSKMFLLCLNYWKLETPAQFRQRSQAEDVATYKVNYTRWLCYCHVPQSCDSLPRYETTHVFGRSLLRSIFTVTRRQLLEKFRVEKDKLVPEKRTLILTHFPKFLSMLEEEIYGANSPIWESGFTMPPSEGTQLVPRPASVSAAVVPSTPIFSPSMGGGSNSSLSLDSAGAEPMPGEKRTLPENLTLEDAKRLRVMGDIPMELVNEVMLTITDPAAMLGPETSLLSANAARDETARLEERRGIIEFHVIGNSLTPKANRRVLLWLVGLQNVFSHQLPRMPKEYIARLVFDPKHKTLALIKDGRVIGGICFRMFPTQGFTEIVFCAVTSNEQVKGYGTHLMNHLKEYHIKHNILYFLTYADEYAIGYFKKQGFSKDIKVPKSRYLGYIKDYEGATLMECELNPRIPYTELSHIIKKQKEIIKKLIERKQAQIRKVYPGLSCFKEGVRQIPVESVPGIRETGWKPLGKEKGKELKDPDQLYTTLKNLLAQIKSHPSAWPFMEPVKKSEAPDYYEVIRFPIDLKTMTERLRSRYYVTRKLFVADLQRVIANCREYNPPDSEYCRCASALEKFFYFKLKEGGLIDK
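Free CoA generated was detected with ThioGlo1 (50uM) fluorescence at Ex340nm/Em540nm, read immediately and after 20 min at room temperature. Enzyme, 20 nM in HEPES pH 7.5 buffer, saw compounds 15 min before adding 75uM H3(1-25) peptide and 70uM acetyl-CoA.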
* hit, by the source's call; u = inconclusive; x = no result given; [ ] = remark or other dose. Calls come from the whole dose curve; as a rule, active = well fitted curve in the direction sought with a large enough effect; inconclusive = small, poorly fitted or top-dose-only effect, or another doubt; inactive = no such curve, though single readings can be large; an effect the other way counts as inactive or inconclusive. % is set by controls: 0 for no effect and ±100 for the full control effect; potency is the fitted concentration of half-maximal effect. A portion of the library; rates above refer to the full screens.

compound | TDP1 cell CPT | DT40 TDP1 no CPT | GCN5L2 inh
CCOc1ccc(/C=C/C(=O)N(CC)CC(=O)NCc2cccs2)cc1OC | -18% | u | 2%
CC(C)=C1C2CCC1C1C(=O)N(NC(=O)c3ccco3)C(=O)C21 (centres undefined) | 2% | -5% | 1%
Cc1ccc(NC(=O)NCCCc2ccccc2)cc1 | -13% | 3% | 3%
CCn1c(CSc2nc(C)cc(C)n2)nnc1SCC(=O)Nc1ccccc1 | -10% | 1% | 3%
COc1ccccc1NC(=O)C1=C(C)Nc2ncnn2C1c1sccc1C (centres undefined) | -20% | -1% | 2%
CN(C)c1oc(-c2ccc(OCc3ccc(Cl)cc3)cc2)nc1C#N | -8% | -28% | -5%
O=S(=O)(NCC(c1cccnc1)N1CCN(c2ccc(F)cc2)CC1)c1cccs1 (centres undefined) | u | u | -6%
CC(C)(C)NC(=O)CN(c1cccc([N+](=O)[O-])c1)S(=O)(=O)c1ccccc1 | -7% | -11% | -3%

Grouped by structure: the entries above with a thiophene ring, fused or not (3)
compound | TDP1 cell CPT | DT40 TDP1 no CPT | GCN5L2 inh
CCOc1ccc(/C=C/C(=O)N(CC)CC(=O)NCc2cccs2)cc1OC | -18% | u | 2%
COc1ccccc1NC(=O)C1=C(C)Nc2ncnn2C1c1sccc1C (centres undefined) | -20% | -1% | 2%
O=S(=O)(NCC(c1cccnc1)N1CCN(c2ccc(F)cc2)CC1)c1cccs1 (centres undefined) | u | u | -6%

(list continues)
compound | TDP1 cell CPT | DT40 TDP1 no CPT | GCN5L2 inh
Cc1ccc(NC(=S)N(Cc2ccco2)C(C)c2cccs2)cc1 (centres undefined) | -12% | 13% | -12%
COc1ccc(C(=O)NC2CC2)cc1OC1CCN(Cc2ccccc2F)CC1 | -26% | -24% | -14%
O=C(OCc1cc(=O)n2c(n1)sc1ccccc12)c1ccc(O)cc1 | 1% | -3% | -26%
COC(=O)c1cc(C#N)c(N(C)Cc2ccccc2)nc1C | -11% | -19% | -1%
COc1ccccc1OCCCn1c(=O)sc2ccccc21 | u | u | 1%
O=C(NNS(=O)(=O)c1ccccc1)c1sccc1-n1cccc1 | 1% | -9% | -6%
Cc1cc(C(=O)NC2CCN(Cc3ccccc3)CC2)n[nH]1 | 2% | -5% | -1%
CC(=O)Nc1ccccc1-c1nc2ccccc2n(CC(=O)c2ccc(Br)cc2)c1=O | u | u | 0%
CCNC(=S)NNC(=O)c1cccn(Cc2ccc(Cl)cc2)c1=O | -3% | u | 1%
O=C(Cn1cc(C(=O)C2CCCCC2)c2ccccc21)Nc1ccccc1Cl | u | u | 0%
C/C(CC(=O)NC1CCCCCC1)=N\NC(=O)c1cnccn1 | -14% | -3% | 2%
O=C(O)C(C(=O)/C=C/c1ccco1)=C1SCCS1 | -15% | u | -11%
COc1ccc(C(=O)COC(=O)CN2C(=O)C3C4C=CC(C5CC45)C3C2=O)cc1 (centres undefined) | -3% | 1% | -7%
Cc1cccc(C)c1NC(=O)C1(C)CSCC(=O)N1CCc1ccccc1F (centres undefined) | -19% | u | x
COc1ccc(CCNC(=O)CSc2nc(=O)n3cccc(C)c3n2)cc1OC | -23% | -22% | -4%
COc1cc(OC)cc(C(=O)NC(=S)Nc2nc(-c3cc4ccccc4o3)cs2)c1 | -8% | 13% | 5%
CCc1ccccc1NC(=O)c1nc(-c2ccncc2)no1 | 4% | 4% | -7%
COc1ccc(Cl)cc1N(CC(=O)NC(C)(C)C)S(=O)(=O)c1ccc(C)c([N+](=O)[O-])c1 | 16µM* | 21µM* | -2%
CCO[C@H]1[C@H](NC(=O)c2cccnc2)c2ccccc2C12CCN(C(=O)c1ccoc1)CC2 | u | u | x
Cc1cccc2c1cnn2C(=O)Nc1cc(F)ccc1F | 0% | -3% | -19%
COc1cc(C(=S)N2CCOCC2)ccc1OC(=O)c1ccccc1[N+](=O)[O-] | -8% | -1% | -6%
O=C(CCS(=O)(=O)c1ccc(Br)s1)NC1CCCCCC1 | -10% | -22% | -1%
COC(=O)C(C(=O)OC)c1ccccc1NC(=O)OCc1ccccc1 | u | u | x
CC(C)OC(=O)c1c(NC(=O)Cn2cnc([N+](=O)[O-])n2)sc2c1CCCC2 | -16% | u | -10%
Cc1ccc(CNC(=O)CC(C)S(=O)(=O)c2ccc3c(c2)NC(=O)C(C)S3)cc1 (centres undefined) | -29% | u | -6%
COc1ccc(C(CC(=O)c2ccccc2)CC(=O)c2ccccc2)cc1OC | 18% | -24% | -5%
C/C(=N\NC(=O)CCCNc1ccccc1)c1ccncc1 | 2% | -21% | -1%
CCOc1ccccc1NC(=O)Nc1ccccc1OCc1cc(=O)n2ccccc2n1 | -19% | u | -4%
c1ccc2c(c1)ccc1nnc(-c3ccc4c(c3)OCO4)n12 | u | u | 2%
CCOC(=O)c1cnc(-c2ccccc2)[nH]c1=O | -2% | -23% | 1%
O=C(O)C1CCN(C(=O)CCN2C(=O)S/C(=C\c3ccccc3)C2=O)CC1 | u | 8% | -8%
Cc1ccc(NC(=O)c2ccc(-n3cncn3)c([N+](=O)[O-])c2)cc1F | u | u | -14%

Gathered by group: the compounds so far with an aryl thioether with sulfur outside any ring (two)
compound | TDP1 cell CPT | DT40 TDP1 no CPT | GCN5L2 inh
CCn1c(CSc2nc(C)cc(C)n2)nnc1SCC(=O)Nc1ccccc1 | -10% | 1% | 3%
COc1ccc(CCNC(=O)CSc2nc(=O)n3cccc(C)c3n2)cc1OC | -23% | -22% | -4%

Compound profiles (already shown). Order of screens: TDP1 cell CPT | DT40 TDP1 no CPT | GCN5L2 inh
`O=C(O)C1CCN(C(=O)CCN2C(=O)S/C(=C\c3ccccc3)C2=O)CC1` reads u | 8% | -8%
`Cc1ccc(CNC(=O)CC(C)S(=O)(=O)c2ccc3c(c2)NC(=O)C(C)S3)cc1` (centres undefined) reads -29% | u | -6%

Additional records:
compound | TDP1 cell CPT | DT40 TDP1 no CPT | GCN5L2 inh
Cc1ccc(NNC(=O)c2ccno2)c(C)c1 | 3% | 18µM* | -10%
Cc1c(/C=N/NC(=O)c2cccnc2)cc(C#N)n1C | -8% | -22% | 0%
CCOc1ccc(S(=O)(=O)Nc2cccc(C(=O)NCC(c3ccc(OC)cc3)N3CCOCC3)c2)cc1 (centres undefined) | -27% | -30% | -2%
O=C(COC(=O)c1ccc(NS(=O)(=O)c2ccc(F)c(F)c2)cc1)NCC1CCCO1 (centres undefined) | -4% | 5% | -6%
COc1ccc(CNC(=O)N2CCN(c3ccccc3)CC2)cc1 | 4% | -6% | 1%
CC1CCCC(C)N1C(=O)COc1ccc(C(=O)Nc2ccccc2N2CCOCC2)cc1 (centres undefined) | u | u | 0%
O=C(c1ccc(F)cc1)c1cn(Cc2ccc(F)cc2)c2cc3c(cc2c1=O)OCCO3 | -16% | -20% | -3%
Cc1ccc(C(=O)c2sc(Nc3ccc(F)cc3)c(C#N)c2N)cc1 | -27% | u | 2%

Carrying on.
Below each SMILES: TDP1 cell CPT, DT40 TDP1 no CPT, GCN5L2 inh
O=C(CN(C(=O)c1csnn1)c1ccc(Br)cc1)NC1CCCCC1
  2%, -21%, -6%
O=C(Nc1ccc(N=Nc2ccccc2)cc1)c1ccccc1Cl
  u, -28%, -2%
O=C(COC(=O)c1cc(S(=O)(=O)N2CCc3ccccc3C2)ccc1Cl)NCc1ccco1
  u, u, u
O=C1C2C(c3ccccc3)CC=CC2[C@H](c2ccc(C(F)(F)F)cc2)N1Cc1ccccc1 (some centres undefined)
  18µM*, u, -3%
O=C(c1ccco1)N1CC2(CC(c3ccc(Cl)cc3)=NO2)CN1Cc1ccc(Br)cc1 (centres undefined)
  21µM*, u, x
Cc1c(C(Nc2ccccn2)c2ccc(Cl)cc2)c(=O)n(-c2ccccc2)n1C (centres undefined)
  -18%, -12%, x
O=C(NC1CC1)C1CCN(S(=O)(=O)c2cc([N+](=O)[O-])ccc2Cl)CC1
  -27%, -2%, u
CCS(=O)(=O)N1CCC(C(=O)Oc2ccc(Br)cc2)CC1
  4%, -30%, -4%
CCCCC[C@@H](C)N1C[C@@H](COCc2ccccc2)Oc2cc(N3CCC[C@H]3COC)ccc2S1(=O)=O
  u, 18µM*, x
O=C(N[C@@H]1C[C@H]2CC[C@@H]1C2)c1ccco1
  14%, -15%, 0%
C/C(CC(=O)NC(C)C)=N\NC(=O)C(c1ccccc1)c1ccccc1
  -21%, -7%, 0%
CCOC(=O)c1c(NC(=O)CCC(=O)N(CC)CC)sc2c1CC(C)(C)OC2
  u, u, -1%
O=C(c1ccc(S(=O)(=O)Cc2cc(F)ccc2F)c([N+](=O)[O-])c1)N1CCOCC1
  6.5µM*, 7.3µM*, x
O=C(c1ccco1)N1CCN(C(=O)c2cnn(-c3ccc(F)cc3)c2-n2cccc2)CC1
  -13%, -21%, x
COc1ccc(-c2coc3c(C(=O)NCc4ccc(OC)c(OC)c4)cccc23)c(C)c1
  8.2µM*, 6.5µM*, x
COc1ccc(NC(=O)c2ccccc2C(=O)N2CCCCC2)cc1
  3%, -1%, -5%
COc1ccc(C(CNC(=O)CNC(=O)c2cccc(C)c2)N2CCOCC2)cc1 (centres undefined)
  -7%, -5%, 1%
COc1cc(-c2noc(C)c2/C=C/c2ccc(C(=O)O)cc2)cc(OC)c1OC
  u, u, -9%
COc1cccc(C2/C(=C(\O)c3ccc4c(c3)OCCO4)C(=O)C(=O)N2CCCn2ccnc2)c1 (centres undefined)
  -3%, 22%, -5%
CCOC(=O)c1c(C)oc2nc(C)nc(N3CCN(c4ccccc4)CC3)c12
  9.2µM*, 15µM*, -3%
O=C(Nc1ccc2c(c1)OCCO2)N1CCN(Cc2ccccc2)CC1
  -3%, -5%, -5%
Fc1ccc(CSc2ccc(-c3ccc4c(c3)OCO4)nn2)cc1
  u, -17%, -8%
CC(=O)NCCCC(=O)NNC1CC(=O)N(c2cccc(Cl)c2)C1=O (centres undefined)
  u, u, 0%
C[C@@H]1Cn2cnc(C(=O)N[C@@H](Cc3c[nH]c4ccccc34)C(=O)OC(C)(C)C)c2C(=O)N1
  -29%, u, x
CC(C)CC(=O)n1sc(NC(=O)c2ccccc2)nc1=O
  15µM*, 21µM*, -6%
CC(CO)(CO)NC(=O)c1ccc(=O)[nH]n1
  13%, 7%, 9%
O=C1COc2ccc(C(=O)COC(=O)c3ncc(Cl)c(Cl)c3Cl)cc2N1
  u, -19%, u
FC(F)Sc1ccc(-n2cc(-c3ccc(Cl)cc3)[n+]3c2CCC3)cc1
  9.2µM*, 8.2µM*, 27%
N#CCCn1ncc2ccccc21
  -4%, -13%, 10%
CC1(C)C(=O)Nc2ccccc2N1C(=O)COc1cccnc1[N+](=O)[O-]
  1%, -23%, -2%
Cc1c(C(=O)NC2CC2)oc2ccc(S(=O)(=O)N3CCCCCC3)cc12
  u, u, -4%
Cc1ccc(C)c(N2CCN(C(=O)CN(C)S(=O)(=O)c3ccc4c(c3)CCC(=O)N4)CC2)c1
  u, 16µM*, -9%
Cc1nc2sccn2c(=O)c1S(=O)(=O)Nc1ccc(N2CCOCC2)cc1
  u, -25%, -12%
O=C(NCC1Cc2cccc(-c3cccnc3)c2O1)c1cc(-c2ccccc2)n[nH]1 (centres undefined)
  -1%[9.04 µM], u, x
CSc1ccccc1NC(=O)CN(C1CCCCC1)S(C)(=O)=O
  -6%, 16%, 0%
Cc1nc2scc(C)n2c(=O)c1S(=O)(=O)N1CCN(c2ccccc2F)CC1
  u, -25%, -14%
COc1cc2nc(C3CC3)n(NC(=O)c3ccc(Cl)cc3)c(=O)c2cc1OC
  u, 23µM*, -2%
CCCCn1nnnc1C(c1ccccc1)N1CCc2ccccc2C1 (centres undefined)
  u, u, x
COC(=O)C1=NNC2C(=O)N(C3CCCCC3)C(=O)C12 (centres undefined)
  3%, 1%, -8%
CCOC(=O)C1CCCN(C(=O)c2cccc(N3C(=O)c4ccccc4C3=O)c2)C1 (centres undefined)
  -1%, -24%, -3%
Cc1cc(C)c2c(n1)nn1c(C)c(CCC(=O)NCc3ccc(Cl)cc3)c(C)nc21
  -26%, u, -2%
O=C1c2cccnc2C(=O)N1Cc1ccccc1
  -2%, -1%, 0%
CC(C)N(C(=O)COC(=O)Cn1cnc2ccccc21)c1ccccc1
  -19%, -14%, -5%
CCCOc1ccc(C2C(=O)N(C3CCCCCC3)CC(=O)N2Cc2ccc(OC)cc2)cc1OC (centres undefined)
  u, 23µM*, -12%
COc1ccc(C(=O)NNC(=O)CSc2nc(C(C)C)nc3ccccc23)cc1
  -4%, -24%, -1%
CN(C)c1ccc(-c2cncnc2Nc2ccccc2)cc1
  u, u, -10%
CN(C(=O)CSc1nnc(C2CC2)n1C1CC1)C1(C#N)CCCCC1
  -2%, -25%, -3%
